# mHTT-CaM PPI inh: mutant huntingtin-calmodulin interaction inhibitors – biochemical, AlphaScreen, primary screen; inhibition, % at 15 µM; P42858; hit rate 3.6% among 190,000; AlphaScreen His-mHTT/GST-CaM binding, luminescence;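 further: 0% = both proteins with DMSO and 100% = one protein alone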
# Target sequence (P42858 whole entry, looked up, stated change not applied): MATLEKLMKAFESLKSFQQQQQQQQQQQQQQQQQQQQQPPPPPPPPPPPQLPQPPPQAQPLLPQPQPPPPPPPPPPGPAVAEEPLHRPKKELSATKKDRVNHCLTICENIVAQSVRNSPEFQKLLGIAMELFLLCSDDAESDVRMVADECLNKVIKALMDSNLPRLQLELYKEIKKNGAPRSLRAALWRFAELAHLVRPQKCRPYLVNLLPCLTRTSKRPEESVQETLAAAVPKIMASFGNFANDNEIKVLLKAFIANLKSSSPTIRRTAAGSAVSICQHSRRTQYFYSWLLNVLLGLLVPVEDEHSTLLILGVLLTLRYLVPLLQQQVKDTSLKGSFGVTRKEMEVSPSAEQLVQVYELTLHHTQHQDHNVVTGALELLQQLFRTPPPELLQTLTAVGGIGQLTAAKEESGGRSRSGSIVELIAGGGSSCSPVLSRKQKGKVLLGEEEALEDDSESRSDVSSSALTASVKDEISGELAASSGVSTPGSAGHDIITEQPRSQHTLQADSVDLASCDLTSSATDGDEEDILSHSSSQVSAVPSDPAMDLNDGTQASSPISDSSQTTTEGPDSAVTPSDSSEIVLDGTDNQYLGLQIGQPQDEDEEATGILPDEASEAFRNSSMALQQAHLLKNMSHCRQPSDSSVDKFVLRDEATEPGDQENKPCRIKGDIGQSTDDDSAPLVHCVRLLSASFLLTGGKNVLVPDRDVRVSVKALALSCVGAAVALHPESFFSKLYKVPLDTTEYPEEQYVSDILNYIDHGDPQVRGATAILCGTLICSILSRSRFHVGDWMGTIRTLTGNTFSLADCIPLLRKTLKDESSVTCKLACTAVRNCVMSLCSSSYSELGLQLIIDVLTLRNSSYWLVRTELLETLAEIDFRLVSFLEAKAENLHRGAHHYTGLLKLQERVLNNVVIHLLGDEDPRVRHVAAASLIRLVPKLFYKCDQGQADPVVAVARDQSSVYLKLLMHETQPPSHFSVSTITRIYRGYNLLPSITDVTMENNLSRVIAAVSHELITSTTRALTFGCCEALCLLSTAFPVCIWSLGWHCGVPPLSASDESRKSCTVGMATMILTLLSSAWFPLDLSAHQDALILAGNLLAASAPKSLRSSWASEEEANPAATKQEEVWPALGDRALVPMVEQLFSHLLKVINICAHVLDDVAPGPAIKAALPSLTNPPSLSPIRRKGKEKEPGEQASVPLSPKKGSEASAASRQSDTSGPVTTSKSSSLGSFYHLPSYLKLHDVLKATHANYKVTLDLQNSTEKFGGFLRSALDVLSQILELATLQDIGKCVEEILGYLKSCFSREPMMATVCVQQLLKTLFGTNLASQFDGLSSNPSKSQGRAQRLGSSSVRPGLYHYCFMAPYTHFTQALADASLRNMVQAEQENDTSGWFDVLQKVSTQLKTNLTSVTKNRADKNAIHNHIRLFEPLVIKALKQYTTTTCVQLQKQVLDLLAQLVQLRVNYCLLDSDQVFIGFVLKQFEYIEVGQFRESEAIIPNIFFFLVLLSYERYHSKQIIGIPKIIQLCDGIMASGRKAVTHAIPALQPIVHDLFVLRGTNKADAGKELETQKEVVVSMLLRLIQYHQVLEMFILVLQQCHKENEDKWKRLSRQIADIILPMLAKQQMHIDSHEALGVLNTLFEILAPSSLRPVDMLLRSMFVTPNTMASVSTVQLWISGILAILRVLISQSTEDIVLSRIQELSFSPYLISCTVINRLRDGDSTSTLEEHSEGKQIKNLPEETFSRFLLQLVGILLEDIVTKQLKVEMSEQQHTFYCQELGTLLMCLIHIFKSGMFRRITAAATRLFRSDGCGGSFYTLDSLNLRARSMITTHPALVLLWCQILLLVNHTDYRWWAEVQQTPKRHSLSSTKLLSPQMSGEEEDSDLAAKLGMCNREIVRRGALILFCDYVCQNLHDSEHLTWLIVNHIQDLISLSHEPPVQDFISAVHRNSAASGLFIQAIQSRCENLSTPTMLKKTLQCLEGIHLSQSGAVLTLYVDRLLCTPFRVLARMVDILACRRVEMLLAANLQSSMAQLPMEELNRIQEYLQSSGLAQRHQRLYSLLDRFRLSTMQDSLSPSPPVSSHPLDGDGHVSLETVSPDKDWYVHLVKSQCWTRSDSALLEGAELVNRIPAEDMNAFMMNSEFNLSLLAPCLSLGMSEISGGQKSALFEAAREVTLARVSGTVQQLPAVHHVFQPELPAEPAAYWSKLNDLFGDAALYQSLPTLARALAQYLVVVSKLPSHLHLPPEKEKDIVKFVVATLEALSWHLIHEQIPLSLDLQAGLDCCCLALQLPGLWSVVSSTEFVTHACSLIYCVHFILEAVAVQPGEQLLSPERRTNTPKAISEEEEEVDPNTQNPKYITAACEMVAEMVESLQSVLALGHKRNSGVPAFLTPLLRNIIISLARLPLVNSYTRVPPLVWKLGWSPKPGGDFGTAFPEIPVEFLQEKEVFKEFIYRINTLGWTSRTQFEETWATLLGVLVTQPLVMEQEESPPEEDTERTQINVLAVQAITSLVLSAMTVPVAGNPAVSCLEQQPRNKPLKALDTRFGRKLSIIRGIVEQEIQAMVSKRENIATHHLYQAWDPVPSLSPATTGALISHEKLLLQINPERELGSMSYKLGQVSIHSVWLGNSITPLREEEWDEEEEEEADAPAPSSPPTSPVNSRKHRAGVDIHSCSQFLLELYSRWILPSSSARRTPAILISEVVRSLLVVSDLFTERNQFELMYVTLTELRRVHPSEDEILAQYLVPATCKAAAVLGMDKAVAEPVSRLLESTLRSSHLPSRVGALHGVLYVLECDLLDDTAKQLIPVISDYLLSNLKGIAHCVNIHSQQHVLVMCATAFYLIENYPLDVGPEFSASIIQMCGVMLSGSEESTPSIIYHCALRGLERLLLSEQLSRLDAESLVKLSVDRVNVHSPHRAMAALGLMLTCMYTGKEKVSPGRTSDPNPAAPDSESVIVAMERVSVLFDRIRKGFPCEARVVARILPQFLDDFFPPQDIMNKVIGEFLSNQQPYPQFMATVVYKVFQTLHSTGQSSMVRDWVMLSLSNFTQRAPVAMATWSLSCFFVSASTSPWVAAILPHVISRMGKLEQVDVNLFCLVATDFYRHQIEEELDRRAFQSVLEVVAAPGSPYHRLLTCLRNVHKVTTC
# Pf apPOL inh: Pf-apPOL inhibitors, biochemical, fluorescence | Plasmodium falciparum apicoplast DNA polymerase (apPOL) | hit rate 0.25% among 210,000 | Recombinant Pf-apPOL, molecular beacon fluorescence, 1.5 h | inhibition, % at 10 µM
# * marks the source's active call; other numbers are inactive results; · = no result given; & = joins results of further samples. No stated cut-off is given here; in the data, active means inhibition above about 50%; inactive means the rest.
# Value order: mHTT-CaM PPI inh	Pf apPOL inh
O=C(O)CN=C1NC2(CCCCC2)Cc2ccccc21
    1	-5
Cc1ccc(N2C(=O)CC(N3CCN(c4ccc(F)cc4)CC3)C2=O)cc1 (stereo not given)
    13	-1
Cc1nc2c(C(=O)NC3CCCC3)cnn2c(C)c1Cc1ccc(Cl)cc1
    -6	-9
CCc1cccc(NC(=O)N2CCC(c3nc4cccnc4n3CC)C2)c1 (stereo not given)
    0	-5
COc1ccc(C=CC(=O)N2CCCCCC2)cc1Br
    2	-4
Cc1ccccc1CC(=O)Nc1ccc2ncnc(N3CCCCC3)c2c1
    10	4
CCOc1ccc(N2C(=O)Nc3ccc(Br)cc3C2(O)C(=O)NC(C)C)cc1 (stereo not given)
    7	-7
Cc1cc(N2CCN(c3ncccn3)CC2)nc2ccc(NC(=O)C3CCCO3)cc12 (stereo not given)
    8	1
CC1CCC2(CC1)OCC(C(=O)NCc1ccccn1)N2C(=O)c1cccc(F)c1 (stereo not given)
    4	-3
Cc1[nH]c2ccc(Cl)cc2c(=O)c1CN1CCCCC1
    4	-4
Cc1ccc(C2CC(c3ccccc3F)n3nnnc3N2)cc1 (stereo not given)
    4	0
CC(C)(C)c1cc(Br)cc(SSc2cc(Br)cc(C(C)(C)C)c2O)c1O
    13	·
Brc1ccc(C=NC2CCCCC2)cc1
    4	0
COc1cc(C=C2Oc3cc(OC(C)=O)cc(C)c3C2=O)cc(OC)c1OC
    -1	3
C[C@@H](NS(=O)(=O)c1cccc(Cl)c1F)[C@H](O)c1ccccc1
    0	10
N#Cc1ccc(NC(=O)c2sc3ccccc3c2Cl)cc1
    ·	-8
CCn1c(CC2CCN(C(=O)Nc3ccc(C)cc3)C2)nc2cccnc21 (stereo not given)
    6	-2
CC1CCc2nn(CC(=O)Nc3ccc(F)c(F)c3)c(=O)cc2C1 (stereo not given)
    6	-3
COc1ccc(CCC(=O)NCC(c2ccco2)N2CCc3ccccc3C2)cc1 (stereo not given)
    -2	-9
Cc1cccc(C)c1NC(=O)CN1C(=O)c2ccc([N+](=O)[O-])cc2C1=O
    0	0
COc1ccccc1-n1cc2c(=O)n(C)c(=O)n(C)c2c1
    -3	-1
CCNc1cc(N2CCC(CCC(=O)N3CCN(C4CCN(C)CC4)CC3)CC2)ncn1
    7	1
O=C(c1ccc(Br)o1)n1cnc2ccccc21
    1	-4
O=S(=O)(c1cc(Cl)c(Cl)cc1Cl)N1CCCC1
    ·	0&-1
NC(=O)c1nnn(-c2ccc([N+](=O)[O-])cc2)c1-c1ccccc1
    ·	2
Cc1cccc(-c2cc3n(n2)CCCN(C(=O)C2CCOC2)C3)c1 (stereo not given)
    -6	-5
CCN(CC)c1ccc(/C=C2\NC(=O)N(Cc3ccccc3F)C2=O)cc1
    -7	-50
CCOC(=O)c1cc(C)n(-c2ccccc2)c1C
    ·	-4&2
O=[N+]([O-])c1cccc(C2C=C(c3ccc(Br)cc3)Nc3ncnn32)c1 (stereo not given)
    12	-5
O=C(CCn1c(=O)[nH]c2ccsc2c1=O)Nc1ccc(F)cc1
    0	-6
CNC(=O)Nc1ccc(C2(C(=O)N3CCN(c4ccccc4F)CC3)CCC2)cc1
    12	0
CNC(=O)c1cc2nc(N(C)C)n(-c3ccc(F)cc3)c2s1
    14	-1
N#CC1=C(N)N(c2sc3c(c2C#N)CCCCC3)C2=C(C(=O)CCC2)C1c1cccnc1 (stereo not given)
    34	-4
O=C(NCc1ccccc1Cl)c1cc2n(n1)CCCN(Cc1cccc(F)c1)C2=O
    8	-2
COc1ccc(S(=O)(=O)N2CCSC2c2ccc(OC)c(Br)c2)cc1 (stereo not given)
    -24	0
Cc1cc(OCC(=O)Nc2ccc(C(N)=O)cc2)ccc1Br
    -2	4
CS(=O)(=O)Cc1cc(F)cc2c1OCOC2
    ·	1&-1
O=C(Nc1cc(C(F)(F)F)ccc1Cl)c1cccnc1
    -6	-1
CNC(=O)c1cc(C)nc2ccc(C(C)C)cc12
    5	4
COc1ccc(Cl)cc1NC(=O)N1CCC(COCc2ccccc2)CC1
    -29	-8
O=C(O)c1cccc2cccc(-c3cccc4cccc(C(=O)O)c34)c12
    ·	-5
O=C(O)C1Cc2ccccc2CO1 (stereo not given)
    -7	4
CSc1nc(N)nc(N2CCOCC2)n1
    ·	-7
O=C(NCc1ccc2c(c1)OCO2)C(=O)N1CCC(Cc2ccccc2)CC1
    -12	-64
Nc1c(-c2n[nH]c(=S)n2Cc2ccccc2)cnn1-c1ccccc1
    ·	2
COc1ccc(C2=N/C(=C\c3ccc(SC)cc3)C(=O)O2)c(Cl)c1
    -3	-8
CCC1(C)CC(=O)N(c2cc(C(F)(F)F)cc(C(F)(F)F)c2)C(=O)C1
    ·	-8
Cc1nc2ccc3nc(NC(=O)c4snnc4C)sc3c2s1
    -23	3
Cc1ccc(NC(=O)/C(=C\c2ccc3c(c2)OCO3)NC(=O)c2ccc(Br)cc2)cc1
    -3	-5
COc1cc(NC(=O)COc2ccccc2C)c(OC)cc1Cl
    -7	-9
CSc1ccc(CN2CCC(O)CC2)cc1
    2	-2
CC1CCCN(CC2CCN(S(=O)(=O)c3ccc(Cl)cc3)CC2)C1 (stereo not given)
    6	0
Cn1c(SCC(=O)N2CCC(Cc3ccccc3)CC2)nnc1-c1c[nH]c2ccccc12
    -1	-5
C#CCNC(=O)Nc1csc([N+](=O)[O-])c1
    ·	-9
CCN(CC)c1ccc(NC(=O)CSc2cc(N3CCCC3)ncn2)c(C)c1
    46	-4
CC(CCc1ccc(O)cc1)NCCc1ccc(O)c(O)c1 (stereo not given)
    ·	-2
Cc1noc(C2CN(C(=O)Nc3ccc(C)c(Cl)c3)CC23CCOCC3)n1 (stereo not given)
    0	-9
O=c1ccoc2c(Cl)cc(Cl)cc12
    -5	·
Cc1ccc(I)cc1S(=O)(=O)n1nnc2ccccc21
    2	-2
COc1ccc(-c2cc(-c3ccc(OC)cc3)nc(NS(=O)(=O)c3ccc(NC(C)=O)cc3)n2)cc1
    ·	-7

# Full records as entered above. Order of screens: mHTT-CaM PPI inh | Pf apPOL inh
# O=c1ccoc2c(Cl)cc(Cl)cc12 is entered as -5 | ·
# COc1cc(NC(=O)COc2ccccc2C)c(OC)cc1Cl is entered as -7 | -9
# CCN(CC)c1ccc(NC(=O)CSc2cc(N3CCCC3)ncn2)c(C)c1 is entered as 46 | -4
# Cc1ccc(NC(=O)/C(=C\c2ccc3c(c2)OCO3)NC(=O)c2ccc(Br)cc2)cc1 is entered as -3 | -5
# COc1ccc(C2=N/C(=C\c3ccc(SC)cc3)C(=O)O2)c(Cl)c1 is entered as -3 | -8

# Additional records follow.
# Value order: mHTT-CaM PPI inh	Pf apPOL inh
CC(=O)N1CCC(CCOc2ccncc2)CC1
    8	0
COCCNC(=O)c1cc2n(n1)CCCN(Cc1ccc(C)cc1)C2=O
    -10	-6
CCOc1cccc2c1OC1(C)CC2NC(=O)N1c1cccc(C(=O)NCc2ccccn2)c1 (stereo not given)
    -1	2
O=C1OC(/C=C/c2ccccc2)=NC/1=C\c1ccc(F)cc1
    6	0
COc1cc(Br)cc(/C=C2\Sc3ccccc3C2=O)c1O
    17	0
CCC(=O)Nc1ccc2c(c1)Sc1ncccc1C(=O)N2C
    -1	1
CC(C)CCn1c(SCC(=O)Nc2ncn[nH]2)nc2ccsc2c1=O
    11	-2
Cc1cccc(NS(=O)(=O)c2ccc(C)c([N+](=O)[O-])c2)n1
    -6	3
CNC(=O)c1sc(-c2ccc(C)cc2)nc1C
    -2	-6
COc1ccc(C2CC3(C)CC(=O)C2C(C#N)(C#N)C3(C#N)C#N)cc1 (stereo not given)
    79*	-9
CCOC(=O)c1ncn(Cc2ccccc2)c1N
    ·	-3
O=C(Cc1c(C(=O)O)[nH]c2ccc(Cl)cc12)Nc1cccc(Cl)c1
    14	5
Cc1cccc(C(=O)NCc2ccc(N3CCCCCC3)nc2)c1
    10	0
O=c1ccc2ccc(Oc3c([N+](=O)[O-])cc(C(F)(F)F)cc3[N+](=O)[O-])cc2o1
    -2	-5
COCCCNC(=O)c1c(NC(=O)c2cccs2)sc2c1CCCC2
    -10	-1

# Next section (3 carried over from the part before).
# Value order: mHTT-CaM PPI inh	Pf apPOL inh
Cc1cccc(C(=O)NCc2ccc(N3CCCCCC3)nc2)c1
    10	0
O=c1ccc2ccc(Oc3c([N+](=O)[O-])cc(C(F)(F)F)cc3[N+](=O)[O-])cc2o1
    -2	-5
COCCCNC(=O)c1c(NC(=O)c2cccs2)sc2c1CCCC2
    -10	-1
O=C(Nc1ccccc1Cl)c1ccc(Cl)c(S(=O)(=O)N2CCCCCC2)c1
    -3	-3
COC(CNC(=S)Nc1ccccc1Cl)OC
    ·	-2
Cc1cc(I)ccc1NC(=O)Cc1ccc(Cl)cc1
    -2	-3
COc1ccc(NC(=O)c2cc([N+](=O)[O-])ccc2Br)cc1OC
    -5	-3
COC(=O)c1nc2n(n1)C(c1cccc(Br)c1)C1=C(CCCC1=O)N2 (stereo not given)
    1	1
CCn1cnc2c1c(=O)n(C1CCCCC1)c(=O)n2-c1ccc(F)c(F)c1
    0	-2
CCCCn1cc([N+](=O)[O-])nc1C
    ·	-7
Cc1noc(C2CN(Cc3cccnc3)C2)n1
    -13	-3
COC(=O)CCN1CCSCCS1(=O)=O
    -6	-6
Cc1[nH]nc(-c2ccc(OC(C)C)cc2O)c1Oc1ccccc1
    67*	7
O=C(Nc1nnc(-c2ccncc2)s1)Nc1ccccc1F
    0	-2
CCOc1ccccc1CNC(=O)C1=C(C)C(=O)OC12CCCCCC2
    1	-1
Brc1ccc(-c2nnc(-c3ccc4c(c3)OCO4)o2)cc1
    0	-3
CC(C)(C)c1ccc(C(=O)Nc2ccc(-c3nc4ncccc4o3)cc2)cc1
    3	11
COc1ccc(C2C(C#N)=C(N)Oc3c2oc(CO)cc3=O)cc1OC (stereo not given)
    -5	3

# Laid out differently: results already given
Compound: COC(=O)CCN1CCSCCS1(=O)=O
  mHTT-CaM PPI inh: -6
  Pf apPOL inh: -6

Compound: Cc1[nH]nc(-c2ccc(OC(C)C)cc2O)c1Oc1ccccc1
  mHTT-CaM PPI inh: 67*
  Pf apPOL inh: 7

Compound: O=C(Nc1nnc(-c2ccncc2)s1)Nc1ccccc1F
  mHTT-CaM PPI inh: 0
  Pf apPOL inh: -2

Compound: CCOc1ccccc1CNC(=O)C1=C(C)C(=O)OC12CCCCCC2
  mHTT-CaM PPI inh: 1
  Pf apPOL inh: -1

# (more compounds)
# Value order: mHTT-CaM PPI inh	Pf apPOL inh
Cc1nc(-c2ccc(F)cc2)sc1C(=O)N1CCC(C(C)C(=O)NC2CCCC2)CC1 (stereo not given)
    27	0
O=C(O)COc1c(Cl)cc(/C=C2\NC(=O)NC2=O)cc1Cl
    0	-7
CCN(CC(=O)N1CCn2cccc2C1c1ccccc1Cl)S(C)(=O)=O (stereo not given)
    28	-1
CN(C)CCN(C)Cc1ccc(Br)cc1
    -2	4
COc1ccc(NC(=O)C(Cl)(Cl)Cl)c([N+](=O)[O-])c1
    43	-6
CC(C)C(=O)Nc1ccc(S(=O)(=O)NCC2CCN(S(=O)(=O)C3CC3)CC2)cc1
    1	-8
CCC(=O)N1CCc2cc(Br)cc(S(=O)(=O)Nc3c(C)cc(C)cc3C)c21
    11	2
COc1cc([N+](=O)[O-])ccc1NC(=O)Cn1cnc2c1c(=O)n(C)c(=O)n2C
    3	-6
CC(=O)N1CCc2cc(Br)cc(S(=O)(=O)NCCC(C)C)c21
    8	-2

# Screening data deposited in PubChem BioAssay by University of Kansas High Throughput Screening Laboratory.

# A portion of the library; the hit share may differ from the screen's.
